# HT1080 IDH1KD tx: qHTS for induction of synthetic lethality in tumor cells producing 2HG: qHTS for the HT-1080-IDH1KD cell line. Potency, µM (doses to about 46.1 µM), for inactives: at the highest dose activity, negative = toxicity, most hits filed as cytotoxic. HT-1080 IDH1 knockdown viability, ATP luminescence, 48 h. 360,000 tested, 2% active;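 note: 0% = DMSO wells and -100% = cell-free medium wells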
#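 % activity derives from luminescence (CellTiter-Glo), normalised to DMSO and no-cell wells. HT-1080-IDH1KD cells, 750/well, had 48 h compound exposure at 37 °C.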
# KB-3-1 cytotox: qHTS assay for MDR1-selective chemotherapeutics: Primary screen using the parental adenocarcinoma cell KB-3-1 | KB-3-1 viability, CellTiter-Glo ATP luminescence, 72 h | Potency, µM (series often up to 46.1 µM), inactives show at the highest dose activity change, negative = cytotoxic, actives largely listed as cytotoxic | 400,000 tested, 1.4% active | AID 1347075, 2019; note: % is set by controls: 0 for no effect and ±100 for the full control effect; nearly all actives have a fitted effect of over 60% in size
#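 KB-3-1 parental drug-naive adenocarcinoma cells in DMEM/10% FBS, incubated 72 h at 37 C with pin-transferred compounds across a concentration series. Viability by CellTiter-Glo luminescence; concentration-response curves fitted after normalization.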
# HEK293 tox: qHTS of GLP-1 Receptor Inverse Agonists: Cytotox Screen; Potency, µM (top dose mostly 38.3 µM), without a hit: at the highest dose activity change, negative = inhibition, most hits filed as inhibitors; 410,000 tested, 0.13% active; HEK293 cAMP-luciferase reporter cells, luminescence, 24 h;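 note: loss of luciferase light is scored as toxicity; % is set by controls: 0 for no effect and ±100 for the full control effect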
#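 Quantitative HTS format, 1536 wells, 200 cells/uL seeded. Compounds: 23 nL, 24 h, 37 °C. Detection: luciferase reagent, luminescence at 12 min RT; decreased signal taken as cytotoxic.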
# KB-V1 MDR tox: qHTS assay for MDR1-selective chemotherapeutics: Primary screen using the drug-selected MDR subline cells KB-V1; KB-V1 MDR cells viability, CellTiter-Glo, 72 h; Potency, µM (series often up to 46.1 µM), inactives show at the top dose activity change, negative = cytotoxicity, hits mostly cytotoxic; 400,000 tested, 3.4% active; AID 1347076, 2019; note: % is set by controls: 0 for no effect and ±100 for the full control effect; nearly all actives have a fitted effect of over 60% in size
#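 KB-V1 MDR subline cells in DMEM (phenol-red free, 10% FBS) exposed to compounds in qHTS concentration series for 72 h at 37 degrees C. Viability read by CellTiter-Glo luminescence; concentration-effect curves fitted after normalization and correction.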
# SW480 rereplic: A quantitative high throughput screen for small molecules that induce DNA re-replication in SW480 colon adenocarcinoma cells; Potency, µM (top dose mostly 46.1 µM), for the others: top-dose re-replication activation, actives largely listed as activators; SW480 DNA re-replication, Hoechst DNA content imaging, 48 h; 340,000 tested, 1.8% active; AID 624297, 2012; note: % of control where 0% means no effect; nearly all actives have a fitted effect of over 55% in size
#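 Per well, 250 cells were exposed to pinned compound for 48 hr. Nuclear DNA was visualised with Hoechst (40 min, 37 C) and total object intensity recorded by fluorescence scanning.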
# GLP1R ag: qHTS of GLP-1 Receptor Agonists. Potency, µM (top dose mostly 45.6 µM), without a hit: top-dose activation, usual class: activators. HEK293 GLP-1R CRE-luciferase, luminescence, 4-6 h; cells express a hypersensitive GLP-1R form. Glucagon-like peptide 1 receptor (Homo sapiens), P43220. 380,000 tested, 0.007% active; note: % of control where 0% means no effect
# Target sequence (P43220 whole entry, looked up): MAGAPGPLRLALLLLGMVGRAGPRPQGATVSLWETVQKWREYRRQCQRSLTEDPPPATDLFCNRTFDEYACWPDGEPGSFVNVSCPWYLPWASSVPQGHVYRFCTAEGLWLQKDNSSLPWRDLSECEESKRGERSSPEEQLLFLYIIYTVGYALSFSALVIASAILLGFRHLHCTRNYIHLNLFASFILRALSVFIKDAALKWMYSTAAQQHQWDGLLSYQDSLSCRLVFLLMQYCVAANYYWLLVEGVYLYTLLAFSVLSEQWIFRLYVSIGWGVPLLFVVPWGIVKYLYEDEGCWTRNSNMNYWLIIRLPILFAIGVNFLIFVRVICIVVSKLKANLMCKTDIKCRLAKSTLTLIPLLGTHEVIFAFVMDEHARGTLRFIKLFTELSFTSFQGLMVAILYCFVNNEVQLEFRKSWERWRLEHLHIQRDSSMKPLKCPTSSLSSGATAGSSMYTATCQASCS
# TDP-43 yeast inh: qHTS of TDP-43 Inhibitors; 410,000 tested, 1.8% active; Potency, µM (series often up to 46.1 µM), without a hit: at the highest dose growth rescue (activation), usual class: activators; AID 652104, 2013; TDP-43 expressing yeast growth rescue, BacTiter-Glo, 24 h; note: % of control where 0% means no effect; nearly all actives have a fitted effect of over 50% in size
#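 In this qHTS, compounds that restore growth of yeast expressing TDP-43 appear as activators. Cells (OD600=0.02, galactose medium, raffinose-pregrown) are incubated with compound 24 hr at 30 deg C and growth is quantified by BacTiter-Glo.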
# HT1080NT lethal: qHTS for induction of synthetic lethality in tumor cells producing 2HG: qHTS for the HT-1080-NT fibrosarcoma cell line; HT-1080-NT fibrosarcoma viability, CellTiter-Glo ATP luminescence, 48 h; Potency, µM (highest dose often 46.1 µM), without a hit: top-dose activity, negative = less viability, most hits filed as cytotoxic; 360,000 tested, 1.6% active;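 note: NT is the 2HG producing partner of a matched IDH1 knockdown line; 0% = DMSO-treated cells and -100% = media-only wells without cells; nearly all actives have a fitted effect of over 55% in size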
#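 Viability of the 2HG-overproducing fibrosarcoma line after 48 hours of compound exposure at 37 degrees C was determined by luminescence with CellTiter-Glo, and concentration-effect curves were then fitted and categorized.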
# GLP1R inv ag: qHTS of GLP-1 Receptor Inverse Agonists (Inhibition Mode) | Glucagon-like peptide 1 receptor (Homo sapiens), P43220 | AID 624417, 2012 | 410,000 tested, 1.6% active | Potency, µM (doses to about 38.3 µM), for inactives: top-dose activity change, negative = inhibition, hits mostly inhibitors | HEK293 GLP-1R CRE-luciferase, luminescence, 24 h; GLP-1R form is constitutively active; note: % is set by controls: 0 for no effect and ±100 for the full control effect; nearly all actives have a fitted effect of over 55% in size
#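 Cells are plated, allowed 12 hours at 37 deg C, then treated with compounds for 24 hr before luciferase detection reagent is added and luminescence is read after 12 min at room temperature. The HEK293 line carries constitutively active GLP-1R with a cAMP-responsive reporter.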
# The depositor's hits bear a star; ? = inconclusive; . = no result given; [ ] = another dose, or the depositor's remark. Calls come from the whole dose curve; as a rule, active = well fitted curve in the direction sought with a large enough effect; inconclusive = small, poorly fitted or top-dose-only effect, or another doubt; inactive = no such curve, though single readings can be large; an effect the other way counts as inactive or inconclusive. Potency is the fitted concentration of half-maximal effect.
no.	SMILES	HT1080 IDH1KD tx	KB-3-1 cytotox	HEK293 tox	KB-V1 MDR tox	SW480 rereplic	GLP1R ag	TDP-43 yeast inh	HT1080NT lethal	GLP1R inv ag
1	O=C1C2CC=CCC2C(=O)N1CC(=O)N(Cc1ccccc1)C1CCS(=O)(=O)C1 (stereo not drawn)	0%	2%	6%	-3%	-18%	1%	?	1%	0%
2	Cc1ccc(-c2csc(NC(=O)CN3CCOCC3)n2)cc1	?	?	4%	?	?	6%	1%	?	-19%
3	CC(C)CCN1CCC[C@]2(N[C@H](c3ccc(C(F)(F)F)cc3)[C@@H]3C(=O)N(Cc4ccccc4)C(=O)[C@@H]32)C1=O	-14%	-29%	13%	-16%	.	3%	?	-1%	?
4	O=C(Nc1cccc2ccccc12)c1cnccn1	14%	-3%	-5%	6%	-4%	-1%	1%	0%	29%
5	Cc1sc(=NC(=O)c2ccco2)n(C)c1-c1ccccc1	18%	-6%	-18%	-28%	-9%	0%	?	6%	?
6	Cc1nc2c(-c3ccc(F)cc3)cnn2c2c1CCC2	-8%	?	22%	-2%	?	13%	15%	-6%	6%
7	COc1ccc(N2CCN(C(=S)Nc3cccc(C)c3)CC2)cc1	0%	-1%	12%	-13%	0%	-6%	-10%	7%	6%
8	Cc1nnc(-c2cnn(C)c2N)n1Cc1cccc(Cl)c1	5%	16%	-14%	29%	-2%	-2%	-6%	9%	0%
9	O=C(CNCC1CCCO1)Nc1ccccc1N1CCOCC1 (stereo not drawn)	9%	-3%	-5%	?	-4%	-6%	-3%	15%	-4%
10	COc1cccc(NC(=O)c2ccccc2)c1	1%	14%	5%	22%	-3%	10%	28%	0%	11%
11	CN1C(C(=O)Nc2ccc(F)cc2F)=CC(c2ccc3c(c2)OCO3)=NS1(=O)=O	.	-6%	-3%	10%	.	.	13%	.	12%
12	COC(=O)c1ccc(OCC(O)CN2CCN(C(=O)c3ccco3)CC2)cc1 (stereo not drawn)	0%	5%	-2%	0%	-12%	-7%	5%	1%	1%
13	O=C(CC1C(=O)NCCN1Cc1cccc(Oc2ccccc2)c1)NCCc1cscn1 (stereo not drawn)	0%	-1%	-3%	6%	-42%[inhibitor]	-6%	-3%	-3%	-3%
14	CC1=CCC2COC(c3ccc[n+](Cc4ccccc4)c3)C1C2 (stereo not drawn)	-25%	?	-8%	6%	?	-3%	11%	-27%	-1%
15	Cc1nn(C)c(N)c1[N+](=O)[O-]	-1%	3%	-16%	4%	1%	-4%	10%	-1%	1%
16	c1ccc(OCc2nc3ccccc3[nH]2)cc1	-6%	-8%	2%	2%	1%	-9%	4%	-5%	0%
17	CC(C)C[C@H](NC(=O)c1nc[nH]c1C(=O)NC(c1ccccc1)c1ccccc1)C(=O)OCc1ccccc1	-28%	?	5%	?	3%	5%	8%	-24%	?
18	CN(CC(=O)Nc1ccc(Cl)c(S(=O)(=O)N2CCOCC2)c1)C(=O)c1ccc(C#N)cc1	1%	0%	0%	22%	10%	6%	13%	0%	5%
19	COc1ccc(OC)c(S(=O)(=O)n2cnc3ccccc32)c1	-3%	?	-16%	23µM*	?	6%	-6%	-6%	-24%
20	Cc1cccc(NC(=S)NC2CCSc3ccccc32)c1 (stereo not drawn)	7%	-19%	?	-4%	5%	22%	-9%	-2%	-44%
21	Nn1c(SCc2cccc(Br)c2)nnc1-c1ccncc1	?	16%	?	-26%	?	0%	2%	-17%	-15%
22	COc1cccc(CN2CCN(c3ncccn3)CC2)c1OC	8%	-8%	3%	-3%	-17%	6%	15%	9%	5%
23	Cc1cc2cc(C)c3nnc(SCC(=O)NCc4ccco4)n3c2cc1C	2%[9.24 µM]	15%	-26%	?	2%	12%	-13%	-23%	43%[activator]
24	CCOc1ccccc1NC(=O)c1c(NC(=O)COc2ccccc2)sc2c1CCCCC2	.	4.6µM*	-16%	?	.	.	-10%	.	?
25	O=c1[nH]c(CN2CCN(c3ccc([N+](=O)[O-])cc3)CC2)nc2ccsc12	-21%	16µM*	-8%	18µM*	0%	-1%	-1%	-24%	-9%
26	COc1ccccc1NC(=O)COc1coc(CN2CCN(c3ccccc3)CC2)cc1=O	-2%	-4%	-3%	?	39%	4%	-7%	2%	-1%
27	CCN=c1scc(-c2ccc(F)cc2)n1/N=C/c1ccccn1	?	-23%	17%	?	-89%[inhibitor]	19%	?	-2%	?
28	CC(C)[C@H](NS(=O)(=O)c1ccccc1)C(=O)OCC(=O)Nc1ccc2c(c1)OCO2	15%	1%	2%	16%	-34%	2%	6%	7%	8%
29	Cc1cccc(-n2cc(C#N)c(=O)[nH]c2=O)n1	1%	?	-21%	4%	?	-1%	-10%	7%	-13%
30	CCCCCOc1ccc(C2C(C(=O)c3ccc(C)o3)=C(O)C(=O)N2c2cc(C)on2)cc1 (stereo not drawn)	-1%	?	0%	-19%	?	-2%	-8%	-4%	-20%

# Among those listed so far, 2 contain a Cl atom:
no.	SMILES	HT1080 IDH1KD tx	KB-3-1 cytotox	HEK293 tox	KB-V1 MDR tox	SW480 rereplic	GLP1R ag	TDP-43 yeast inh	HT1080NT lethal	GLP1R inv ag
8	Cc1nnc(-c2cnn(C)c2N)n1Cc1cccc(Cl)c1	5%	16%	-14%	29%	-2%	-2%	-6%	9%	0%
18	CN(CC(=O)Nc1ccc(Cl)c(S(=O)(=O)N2CCOCC2)c1)C(=O)c1ccc(C#N)cc1	1%	0%	0%	22%	10%	6%	13%	0%	5%

# A different layout for some results above:
# Second line of a record – HT1080 IDH1KD tx, KB-3-1 cytotox, HEK293 tox, KB-V1 MDR tox, SW480 rereplic, GLP1R ag, TDP-43 yeast inh, HT1080NT lethal, GLP1R inv ag
3: CC(C)CCN1CCC[C@]2(N[C@H](c3ccc(C(F)(F)F)cc3)[C@@H]3C(=O)N(Cc4ccccc4)C(=O)[C@@H]32)C1=O
 : -14%, -29%, 13%, -16%, ., 3%, ?, -1%, ?
4: O=C(Nc1cccc2ccccc12)c1cnccn1
 : 14%, -3%, -5%, 6%, -4%, -1%, 1%, 0%, 29%

# Complete entries from above. Values in the order: HT1080 IDH1KD tx, KB-3-1 cytotox, HEK293 tox, KB-V1 MDR tox, SW480 rereplic, GLP1R ag, TDP-43 yeast inh, HT1080NT lethal, GLP1R inv ag
# `c1ccc(OCc2nc3ccccc3[nH]2)cc1` reads -6%, -8%, 2%, 2%, 1%, -9%, 4%, -5%, 0%
# `O=c1[nH]c(CN2CCN(c3ccc([N+](=O)[O-])cc3)CC2)nc2ccsc12` reads -21%, 16µM*, -8%, 18µM*, 0%, -1%, -1%, -24%, -9%
# `CCN=c1scc(-c2ccc(F)cc2)n1/N=C/c1ccccn1` reads ?, -23%, 17%, ?, -89%[inhibitor], 19%, ?, -2%, ?
# `Cc1cc2cc(C)c3nnc(SCC(=O)NCc4ccco4)n3c2cc1C` reads 2%[9.24 µM], 15%, -26%, ?, 2%, 12%, -13%, -23%, 43%[activator]
# `COc1ccc(N2CCN(C(=S)Nc3cccc(C)c3)CC2)cc1` reads 0%, -1%, 12%, -13%, 0%, -6%, -10%, 7%, 6%

# (more compounds)
no.	SMILES	HT1080 IDH1KD tx	KB-3-1 cytotox	HEK293 tox	KB-V1 MDR tox	SW480 rereplic	GLP1R ag	TDP-43 yeast inh	HT1080NT lethal	GLP1R inv ag
31	O=C(CCCN1C(=O)/C(=C/c2ccccc2)SC1=S)Nc1cccc(O)c1	-24%	?	?	3%	16%	-1%	0%	-27%	?
32	Cc1ccc(S(=O)(=O)N2CCOCC2)cc1NC(=O)CSc1nc2ccccc2c(=O)n1Cc1ccccc1	-3%	-3%	5%	8.2µM*	-1%	0%	14%	0%	1%
33	OCCSc1nncn1/N=C/c1c[nH]c2ccccc12	-1%	4%	-10%	25%	-4%	0%	3%	-2%	5%
34	CC1Sc2ccc(S(=O)(=O)NCCc3ccc(Cl)cc3)cc2NC1=O (stereo not drawn)	0%	3%	-26%	-4%	2%	8%	10%	8%	?
35	O=C(C1CCCN(S(=O)(=O)c2ccc(F)cc2)C1)N1CCCCC1 (stereo not drawn)	7%	8%	-2%	8%	-59%[inhibitor]	18%	3%	7%	-15%
36	CC(C)(C)S(=O)(=O)N1Cc2ccc(CO)cc2[C@@H]1CCO	6%	0%	3%	0%	-26%	-3%	5%	13%	18%
37	CCC(C(=O)NCc1cccc(C)c1)n1nc(C)c2c(C)n(-c3ccccc3)nc2c1=O (stereo not drawn)	-4%	-6%	11%	-18%	2%	-2%	19%	-8%	?
38	COc1cccc(/C=N/Nc2ncnc3c2[nH]c2ccc(C)cc23)c1OC	-1%	2%	23%	-12%	6%	2%	0%	-11%	0%
39	CCOC(=O)c1c(NC(=O)/C=C/C(=O)O)sc(C)c1-c1ccc(C(C)(C)C)cc1	5.8µM*	0%	?	?	18µM*	4%	-9%	8.2µM*	?
40	Cc1ccccc1-n1c(=S)[nH]c2nc3c(cc2c1=O)COC(C)(C)C3	-18%	0%	4%	-7%	13%	-1%	-12%	1%	-21%
41	CN(C)CCCN(C(=O)c1cc(-c2cccs2)nc2ccccc12)c1nc2c(F)cccc2s1	?	?	?	-36%	?	3%	-33%[inhibitor]	?	?
42	COc1cc(-c2cc3nc(NCc4cccc(Cl)c4)ccn3n2)cc(OC)c1OC	9.2µM*	?	-16%	?	.	-5%	?	16µM*	?
43	Cc1c(NC(=S)Nc2ccc(Cl)cc2)c(=O)n(-c2ccccc2)n1C	-7%	6%	-9%	-22%	-40%[inhibitor]	-1%	9%	-2%	10%
44	COc1ccc(Cc2nn3c(-c4ccccc4OC)nnc3s2)cc1	1%	9%	-14%	?	-12%	18%	?	-4%	0%
